Bioassay records deposited in PubChem BioAssay by several laboratories.
3CLpro inhibitor = SARS-CoV 3CLpro protease inhibition; P0C6X7; recombinant SARS-CoV 3CLpro, quenched FRET peptide cleavage; inhibition, % at 6 µM; 0.14% of 290,000 active; in the data active = inhibition above about 12%
Rv3671c protease = Rv3671c (M. tuberculosis) protease inhibition; inhibition, % at 5.96 µM; 0.048% of 320,000 active; in the data active = inhibition above about 38%;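 note: extracellular domain of Rv3671c used as enzyme; 0% = enzyme with DMSO and 100% = no enzyme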
Target sequence (P9WHR9 whole entry, looked up, the tested form may be a part): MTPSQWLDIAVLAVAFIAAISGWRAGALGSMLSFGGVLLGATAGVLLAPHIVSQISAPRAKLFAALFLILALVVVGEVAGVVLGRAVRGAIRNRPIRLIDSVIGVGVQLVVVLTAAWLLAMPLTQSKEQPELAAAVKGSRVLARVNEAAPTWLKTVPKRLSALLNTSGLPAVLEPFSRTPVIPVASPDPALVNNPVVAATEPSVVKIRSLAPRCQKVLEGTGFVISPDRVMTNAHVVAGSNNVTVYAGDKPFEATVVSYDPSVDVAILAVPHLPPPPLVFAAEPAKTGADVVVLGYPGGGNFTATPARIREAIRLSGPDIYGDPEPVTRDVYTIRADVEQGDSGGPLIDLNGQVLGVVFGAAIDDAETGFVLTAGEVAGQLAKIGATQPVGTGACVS
Mtb FBA inh = inhibitors of M. tuberculosis fructose-bisphosphate aldolase | 2.3% of 360,000 active | purified M. tuberculosis FBA, fluorescence read-out | inhibition, % at 1 µM | AID 588726 | P9WQA3; in the data active = inhibition above about 27%;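 note: 0% = vehicle and 100% = reference inhibitor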
Target sequence (P9WQA3 whole entry, looked up): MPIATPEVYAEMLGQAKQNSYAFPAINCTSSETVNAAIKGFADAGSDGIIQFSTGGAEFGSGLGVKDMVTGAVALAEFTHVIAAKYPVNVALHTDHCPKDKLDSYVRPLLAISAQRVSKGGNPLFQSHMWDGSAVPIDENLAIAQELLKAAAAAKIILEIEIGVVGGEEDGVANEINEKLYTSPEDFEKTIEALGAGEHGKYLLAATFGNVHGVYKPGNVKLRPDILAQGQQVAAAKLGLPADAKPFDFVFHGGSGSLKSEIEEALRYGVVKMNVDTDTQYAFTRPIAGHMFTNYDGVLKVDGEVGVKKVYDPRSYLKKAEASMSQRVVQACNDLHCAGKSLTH
Vc quorum ag = inducers of Vibrio cholerae quorum light production without autoinducers; AID 588436; activation, % at 18.7 µM; 0.16% of 350,000 active; V. cholerae BH1578 lux reporter, luminescence, 6 h; in the data active = activation mostly above about 9.7%, no sharp cut-off; note: not every result past the cut was called active; inactives centre near 0; reference of the scale not given here
DUSP3 inh = blocks human VHR1 dual specificity phosphatase. P51452. recombinant VHR phosphatase, pNPP absorbance. inhibition, % at 13.3 µM. 0.52% of 290,000 active; in the data active = inhibition above about 50%; note: some compounds called inactive have numbers as strong as hits
Target sequence (P51452 whole entry, looked up): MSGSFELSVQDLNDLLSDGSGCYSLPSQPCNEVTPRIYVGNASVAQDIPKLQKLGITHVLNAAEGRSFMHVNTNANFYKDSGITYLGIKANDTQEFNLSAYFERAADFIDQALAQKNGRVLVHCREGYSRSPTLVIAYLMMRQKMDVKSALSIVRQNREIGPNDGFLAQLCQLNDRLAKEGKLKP
Mtb UGM inh = inhibitors of M. tuberculosis UDP-galactopyranose mutase; P9WIQ1; inhibition, % at 10 µM; 0.06% of 320,000 active; AID 504406; purified UGM, fluorescence polarization probe displacement; in the data active = inhibition above about 10%, passing the limit was not always enough
MazF activator = activators of E. coli MazEF toxin-antitoxin RNase; activation, % at 20 µM; P0AE70; 0.32% of 350,000 active; AID 504720; FAM/BHQ RNA-DNA oligo cleavage fluorescence, 5 h; in the data active = activation above about 50%
Target sequence (P0AE70 whole entry, looked up): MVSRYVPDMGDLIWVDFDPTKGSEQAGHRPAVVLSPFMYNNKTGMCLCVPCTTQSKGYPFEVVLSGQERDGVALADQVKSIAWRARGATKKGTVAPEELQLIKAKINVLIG
BioA inh = blocks M. tuberculosis BioA enzyme activity | inhibition, % at 9.99 µM | purified M. tuberculosis BioA enzyme, plate reader | 0.096% of 360,000 active; in the data active = inhibition above about 40%
GDH-TPI inh = GDH-TPI coupled enzyme inhibition counter-screen; 1.2% of 360,000 active; inhibition, % at 4.8 µM; GDH-TPI coupled enzyme counterscreen, NADH absorbance; AID 588335; in the data active = inhibition above about 30%;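 note: 0% = DMSO wells and 100% = wells lacking the enzyme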
PriA SSB inh = K. pneumoniae PriA-SSBct interaction inhibition. AlphaScreen SSBct-PriA binding, biotinylated peptide. inhibition, % at 33 µM. AID 1272365. 0.6% of 430,000 active; in the data active = inhibition mostly above about 37%, no sharp cut-off; inactive = mostly below about 20%;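 note: plate controls were negative control peptide for no effect and reference peptide for full effect; strong numbers were not always called active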
Active calls of the source: *; i = inactive; x = no result given; & = joins results of further samples. A portion of the library; count on the stated rates, not on these rows.

SMILES,3CLpro inhibitor,Rv3671c protease,Mtb FBA inh,Vc quorum ag,DUSP3 inh,Mtb UGM inh,MazF activator,BioA inh,GDH-TPI inh,PriA SSB inh
Cc1c(C(C)C[C@H](C)O)oc(=O)c2c1Oc1c(C)c(C(C)C[C@H](C)O)oc(=O)c1C2 (some centres undefined),x,14,2,-0.9,x,4.1,8,-0.6,9,-15
CC/C(Cc1ccccc1)=N/NC(=O)CCn1nnc2ccccc21,4,0,-1,-0.3,32,-1.0,3,x,5,x
COc1ccc(NC2CCCN(C(=O)c3cc(CC(C)C)nc(N)n3)C2)cc1 (centres undefined),-5,4,-1,-0.1,15,-1.9,5,-0.7,0,10
O=C1NC(c2ccccc2)=C(c2nc3ccccc3s2)C(c2ccc(F)cc2)N1 (centres undefined),3,-7,3,x,8,-2.6,-9,0.3,16,13
COc1ccc2c3c1O[C@H]1C(=O)CC[C@H]4[C@@H](C2)N(C)CC[C@]314,x,-4,7,-0.5,x,x,-22,-3.4,-6,0
CC1CCCC(C(=O)OCc2ccccc2)N1 (centres undefined),-1,2,11,i,18,-1.1,-3,-0.4,0,-6
CSCCC(NC(=O)COc1ccccc1)C(=O)N(C)Cc1ccc(F)cc1 (centres undefined),x,9,-2,i,x,-3.0,0,-0.9,2,-7
COc1ccccc1NS(=O)(=O)c1cccc(C(=O)NCC(c2ccco2)N(C)C)c1 (centres undefined),x,0,1,i,x,-1.1,2,0.2,2,-1
Cc1ccccc1N1CCN(C2CCCN(C(=O)c3ccc(Cl)s3)C2)CC1 (centres undefined),1,x,0,i,13,0.2,1,4.6,11,4
Cc1noc(NS(=O)(=O)c2ccc(NC(=O)c3cccc(S(=O)(=O)N(C)c4ccccc4)c3)cc2)c1C,x,x,-2,-1.9,x,x,9,11,-8,21
CCNc1nc(C)c2cc(Br)c(=O)n(CC)c2n1,5,4,156*,-0.3,10,2.6,-5,0.3,40*,-7
O=C(c1cnc2n(c1=O)CCS2)N1CCN(c2ccccc2F)CC1,0,5,2,-0.3,24,2.9,4,-0.5,-5,-12&-12
O=C1CCCCC1C1(O)C(=O)Nc2ccccc21 (centres undefined),x,x,-6,4.8,x,x,7,-0.7,0,x
COc1cccc(NC(=O)COC(=O)C2CCCCC2)c1,x,8,4,i,x,-0.7,4,-2.9,8,4
O=C(O)c1ccc(NN=Cc2cc(=O)[nH]c(=O)[nH]2)cc1,x,x,-5,0.9,x,x,6,0.1,40*,-21
COc1ccc(S(=O)(=O)N(C)C[C@@H]2Oc3ccc(NS(=O)(=O)c4cn(C)cn4)cc3C(=O)N([C@@H](C)CO)C[C@@H]2C)cc1,x,8,0,i,x,0.3,-3,0.7,-3,4
COc1ccc(CNC(=O)C2CCN(C(=O)[C@@H]3Cc4ccccc4CN3)CC2)cc1,7,-8,1,-7.1,0,-1.6,-20,-0.4,9,-5
O=c1[nH]c2ccccc2c2oc(CCl)nc12,5,3,4,i,-11,0.1,4,x,4,4
O=C(NCCS(=O)(=O)N1CCN(c2ccccc2)CC1)c1cccs1,x,-3,6,1.2,x,2.3,-17,1.3,2,2&2
COC(=O)CCCCCCCCCCN1CCCCC1,1,11,1,1.1,13,3.0,0,-0.7,-1,-10
COC(=O)c1cccc(NC(=O)CC2C(=O)NCCN2C(=O)Nc2cc(C)cc(C)c2)c1 (centres undefined),1,-4,-1,0.5,16,-2.1,5,1.9,4,-2
COc1nc(-c2ccccc2)c2c(c1C#N)CC(C)(C)OC2,3,-9,-1,x,-7,1.8,2,0.0,15,-19
CSc1nc(NCC(C)C)c2c3c(sc2n1)CN(C)CC3,-5,-2,49*,-0.7,13,4.1,22,16,10,-3
O=c1c2ccccc2nnn1CSc1nnnn1-c1ccccc1,-6,-3,-1,i,27,-1.0,15,1.3,4,1
CC1CC(C)CN(C(=O)COC(=O)c2nn(C)c(=O)c3ccccc23)C1 (centres undefined),x,2,0,1.0,x,-1.1,9,0.7,3,-1

The last 2 entries of the section before lead into the next.
SMILES,3CLpro inhibitor,Rv3671c protease,Mtb FBA inh,Vc quorum ag,DUSP3 inh,Mtb UGM inh,MazF activator,BioA inh,GDH-TPI inh,PriA SSB inh
O=c1c2ccccc2nnn1CSc1nnnn1-c1ccccc1,-6,-3,-1,i,27,-1.0,15,1.3,4,1
CC1CC(C)CN(C(=O)COC(=O)c2nn(C)c(=O)c3ccccc23)C1 (centres undefined),x,2,0,1.0,x,-1.1,9,0.7,3,-1
O=C1c2ccccc2C2=Nc3ccccc3SC(c3cccc(F)c3)C12 (centres undefined),3,-44,-4,-0.3,-8,x,12,-0.3,7,27
Cc1ccc(N(CC(=O)NCCc2ccccc2)S(=O)(=O)c2c(C)noc2C)cc1,7,-1,0,i,-15,-3.2,-2,x,11,-12
O=C(O)CCC(=O)Nc1ccc(Br)cc1C(=O)c1ccccc1Cl,4,-6,-1,-0.8,13,-1.9,-5,0.7,14,2
C=CCN1CCc2c(cc(O)c(O)c2Cl)C(c2ccccc2)C1 (centres undefined),x,5,-2,-0.2,-9,3.1,3,1.3,4,3
Cc1sc2nc(SCC(=O)Nc3c(C)n(C)n(-c4ccccc4)c3=O)n(C)c(=O)c2c1C,-2,7,5,-0.3,7,1.7,7,2.2,7,-15
CCOC(=O)C1CCN(C(=O)Cn2cc(C#N)c3ccccc32)CC1,1,3,1,-5.2,3,-0.7,-4,0.3,5,-16
Cc1ccc(Cl)cc1NC(=S)N(CCCN1CCN(C)CC1)Cc1ccco1,9,-7,4,-0.2,9,-3.0,-3,x,4,3
N#Cc1nc(COc2ccc(Br)cc2)oc1N1CCCC1,1,-1,2,i,-22,1.8,5,1.8,6,51*
Cc1ccc(-n2c(C)cc(C(=O)CSc3nnc4ccccn34)c2C)cc1,-3,2,2,-2.3,26,-2.0,-2,x,3,6
Cc1ccc(SCCC(=O)N2CCCC2)cc1,-4,6,1,i,-4,-1.1,-4,-0.1,3,-5
CN(C)C(CNC(=O)c1ccc(NS(=O)(=O)c2ccc(F)cc2)cc1)c1ccco1 (centres undefined),x,-4,-1,-0.7,x,4.7,9,-1.5,5,4
CCc1ccc(C(=O)N2CCC(c3nc4ccccc4s3)CC2)cc1,1,-3,2,-3.2,16,-2.3,1,6.1,-2,-1
CCCC(=O)NC(C)C(c1cccs1)N1CCN(c2ccccc2)CC1 (centres undefined),5,1,0,-3.3,-8,-2.1,5,0.9,-6,3
NC(N)=NCC(O)CN(c1ccccc1)c1ccccc1 (centres undefined),1,6,4,-0.6,20,-0.7,16,1.8,3,10
C/C=C(\C)C(=O)Nc1cccc(C2=NOC3(C2)C[C@@H](C(N)=O)N(C(=O)/C(C)=C/C)C3)c1 (some centres undefined),x,6,-1,i,15,-0.9,7,0.1,-3,-42
O=C(CN1C(=O)COc2ccccc21)NCCCN1CCCCC1,0,1,2,i,18,-1.5,3,0.4,-1,5
Cc1cccc(NCN2C(=O)c3ccccc3C2=O)c1,-3,-7,-1,-3.3,33,1.9,7,-2.0,4,3
Cc1c(NC(=O)c2cc(-c3ccc(Cl)cc3)on2)c(=O)n(-c2ccccc2)n1C,4,-4,0,-0.1,36,3.1,4,9.5,3,-6
O=C(Cc1csc(N2CCOCC2)n1)N/N=C/c1ccc(F)cc1,1,1,-3,i,10,0.2,7,1.4,7,x
CCCS(=O)(=O)N1CCCC(C(=O)NCCCN2CCN(c3ccc(F)cc3)CC2)C1 (centres undefined),-5,1,-4,x,17,-1.7,4,-1.1,0,-5
CCOC(=O)COc1ccc(S(=O)(=O)NCc2ccncc2)cc1,1,3,-1,2.3,6,-0.6,-3,0.1,-4,-9
CCn1ncc(Br)c1C(=O)Nc1ccc(F)c([N+](=O)[O-])c1,4,3,4,-0.2,4,-2.8,12,-0.3,3,4
Cc1nc(NC(=O)CN(C)S(=O)(=O)c2ccc(Cl)cc2)sc1C,7,8,1,-0.1,-13,4.0,1,-2.9,2,-20
COc1ccccc1C(=O)N1CCN=C1SCc1cccnc1,-2,-5,-1,6.7,-16,2.9,-12,2.2,3,-1
COc1ccccc1CN1CCNC(=O)C1CC(=O)N(C)Cc1cnccn1 (centres undefined),-4,x,2,1.1,7,x,-4,x,2,-1

A section of the results above:
SMILES,3CLpro inhibitor,Rv3671c protease,Mtb FBA inh,Vc quorum ag,DUSP3 inh,Mtb UGM inh,MazF activator,BioA inh,GDH-TPI inh,PriA SSB inh
CCCC(=O)NC(C)C(c1cccs1)N1CCN(c2ccccc2)CC1 (centres undefined),5,1,0,-3.3,-8,-2.1,5,0.9,-6,3
NC(N)=NCC(O)CN(c1ccccc1)c1ccccc1 (centres undefined),1,6,4,-0.6,20,-0.7,16,1.8,3,10
C/C=C(\C)C(=O)Nc1cccc(C2=NOC3(C2)C[C@@H](C(N)=O)N(C(=O)/C(C)=C/C)C3)c1 (some centres undefined),x,6,-1,i,15,-0.9,7,0.1,-3,-42
O=C(CN1C(=O)COc2ccccc21)NCCCN1CCCCC1,0,1,2,i,18,-1.5,3,0.4,-1,5
Cc1cccc(NCN2C(=O)c3ccccc3C2=O)c1,-3,-7,-1,-3.3,33,1.9,7,-2.0,4,3
Cc1c(NC(=O)c2cc(-c3ccc(Cl)cc3)on2)c(=O)n(-c2ccccc2)n1C,4,-4,0,-0.1,36,3.1,4,9.5,3,-6
O=C(Cc1csc(N2CCOCC2)n1)N/N=C/c1ccc(F)cc1,1,1,-3,i,10,0.2,7,1.4,7,x
CCCS(=O)(=O)N1CCCC(C(=O)NCCCN2CCN(c3ccc(F)cc3)CC2)C1 (centres undefined),-5,1,-4,x,17,-1.7,4,-1.1,0,-5
CCOC(=O)COc1ccc(S(=O)(=O)NCc2ccncc2)cc1,1,3,-1,2.3,6,-0.6,-3,0.1,-4,-9
CCn1ncc(Br)c1C(=O)Nc1ccc(F)c([N+](=O)[O-])c1,4,3,4,-0.2,4,-2.8,12,-0.3,3,4
Cc1nc(NC(=O)CN(C)S(=O)(=O)c2ccc(Cl)cc2)sc1C,7,8,1,-0.1,-13,4.0,1,-2.9,2,-20
COc1ccccc1C(=O)N1CCN=C1SCc1cccnc1,-2,-5,-1,6.7,-16,2.9,-12,2.2,3,-1
COc1ccccc1CN1CCNC(=O)C1CC(=O)N(C)Cc1cnccn1 (centres undefined),-4,x,2,1.1,7,x,-4,x,2,-1

Continued.
SMILES,3CLpro inhibitor,Rv3671c protease,Mtb FBA inh,Vc quorum ag,DUSP3 inh,Mtb UGM inh,MazF activator,BioA inh,GDH-TPI inh,PriA SSB inh
CCN(CC)S(=O)(=O)c1ccc(NC(=O)c2cccnc2Cl)c(NC(=O)c2cccnc2Cl)c1,4,2,0,-0.2,26,-1.1,8,x,9,-17
CC1CCCC(C)N1C(=O)COC(=O)c1nn(C)c(=O)c2ccccc12 (centres undefined),-1,4,2,-0.7,10,-0.4,9,-0.4,-1,-4
CN(C(=O)COC(=O)c1ccccc1NCc1ccco1)c1c(N)n(Cc2ccccc2)c(=O)[nH]c1=O,x,-3,115*,2.7,x,0.5,3,x,2,-2
O=C(N/N=C/c1ccccc1O)c1cccc(C(F)(F)F)c1,-4,12,5,-0.2,5,-1.4,-5,0.4,9,x
CC1=CC(=C(C#N)c2nc3ccccc3s2)C=C(C)N1CC1CCCO1 (centres undefined),-6,11,-7,-0.5,14,2.4,-82,x,-1,-6
CN(CC(=O)Nc1ccccc1Cl)C(=O)COC(=O)c1cc([N+](=O)[O-])ccc1N1CCOCC1,x,1,-2,-0.3,x,0.3,-9,0.1,14,-2
N#C/C(=C\Nc1ccc2c(c1)OCCO2)c1nc2ccccc2[nH]1,1,3,4,i,-8,-0.1,7,-0.2,26,20&34
COc1cccc(C2C(C(=O)OC(C)C)=C(C)Nc3ncnn32)c1 (centres undefined),4,0,-1,-1.4,14,-2.4,0,-0.4,-15,-12
